Menin-MLL TR inh: inhibitors of human menin-MLL interaction, mutant MLL peptide; O00255; Menin + Texas Red MLL mutant peptide, fluorescence polarization; Potency, µM (doses to about 61.6 µM), without a hit: at the top dose FP activity change, negative = inhibition, usual class: inhibitors; 270,000 compounds, 0.23% hits; active = well fitted inhibition curve with a large enough effect in the polarisation, with a control signal flat, not every such curve was filed as active; inconclusive = small, poorly fitted or top-dose-only effect, or effect the other way, or a change in a side signal; inactive = no such curve, though single readings can be large or run the other way; the % refers to the polarisation; note: potency is the fitted concentration of half-maximal effect; % of control where 0% means no effect; many of its hits are not listed in these tables
Target sequence (O00255 whole entry, looked up): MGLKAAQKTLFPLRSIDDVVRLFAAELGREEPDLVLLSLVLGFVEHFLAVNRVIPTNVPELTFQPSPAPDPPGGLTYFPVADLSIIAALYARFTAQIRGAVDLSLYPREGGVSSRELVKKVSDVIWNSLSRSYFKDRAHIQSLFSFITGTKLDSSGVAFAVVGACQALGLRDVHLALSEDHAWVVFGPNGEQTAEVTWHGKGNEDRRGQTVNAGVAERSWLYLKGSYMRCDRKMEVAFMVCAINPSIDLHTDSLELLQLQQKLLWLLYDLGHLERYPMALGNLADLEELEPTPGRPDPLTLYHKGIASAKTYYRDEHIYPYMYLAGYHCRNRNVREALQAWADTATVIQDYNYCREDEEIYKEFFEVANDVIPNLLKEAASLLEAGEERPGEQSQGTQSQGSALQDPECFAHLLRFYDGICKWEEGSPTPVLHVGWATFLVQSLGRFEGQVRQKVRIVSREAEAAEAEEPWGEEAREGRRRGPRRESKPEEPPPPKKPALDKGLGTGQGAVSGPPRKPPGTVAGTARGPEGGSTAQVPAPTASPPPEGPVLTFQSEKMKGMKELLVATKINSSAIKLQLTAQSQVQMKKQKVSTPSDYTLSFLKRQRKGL
NPC1 promoter act: activators of NPC1 promoter; 320,000 compounds, 2.4% hits; Huh7 NPC1 promoter luciferase reporter, 24 h; Potency, µM (titrated, usually from 9.22 µM), inactives show at the top dose activation, actives largely listed as activators;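 note: potency is the fitted concentration of half-maximal effect; % of control where 0% means no effect; nearly all actives have a fitted effect of over 60% in size; reporter is driven by a mutant NPC1 promoter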
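In 1536-well qHTS, Huh7 cells harboring an NPC1 promoter–luciferase construct received compound for 24 h; activation was quantified by luminescence following luciferase reagent addition.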
FLuc counter: firefly luciferase modulation, counter-screen for miR-21 project; P08659; purified FLuc, Km substrates, luminescence inhibition; Potency, µM (highest dose often 57.5 µM), for inactives: at the top dose activity change, negative = inhibition, actives largely listed as inhibitors; 360,000 compounds, 6.9% hits; AID 588342;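 note: potency is the fitted concentration of half-maximal effect; plate controls were vehicle for no effect and reference inhibitor for full effect; nearly all actives have a fitted effect of over 55% in size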
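Biochemical qHTS of compounds, final roughly 60 µM downward over six points, against 10 nM purified firefly luciferase using Km concentrations of substrates (10 uM D-luciferin, 10 uM ATP) in Tris acetate pH 7.5 buffer; luminescence output.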
ELG1 repair inh: inhibitors of ELG1-dependent DNA repair in HEK293T cells | HEK293T ELG1-luciferase reporter, luminescence, 16 h; DNA damage induced by 5-fluorouridine | 330,000 compounds, 2.3% hits | Potency, µM (highest dose often 46.1 µM), inactives show top-dose activity change, negative = inhibition, most hits filed as inhibitors | AID 504467; note: potency is the fitted concentration of half-maximal effect; % is set by controls: 0 for no effect and ±100 for the full control effect; nearly all actives have a fitted effect of over 55% in size
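In this reporter screen, reduction of luminescence relative to DMSO vehicle indicated activity. Compounds and 5-fluorouridine were added together to 2,000 cells per well, incubated for 16 hr at 37 °C, then developed with ONE-Glo.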
MBNL1 CUG block: blocks human MBNL1 binding to CUG repeat RNA. Q9NR56. TR-FRET MBNL1-His/biotin-(CUG)12 binding, 665/545 ratio. 280,000 compounds, 0.036% hits. Potency, µM (highest dose often 57.5 µM), for inactives: top-dose activity change, negative = inhibition, actives largely listed as inhibitors. AID 2675; active = well fitted inhibition curve with a large enough effect in the signal ratio, with a control signal flat, not every such curve was filed as active; inconclusive = small, poorly fitted or top-dose-only effect, or effect the other way, or a change in a side signal; inactive = no such curve, though single readings can be large or run the other way; the % refers to the signal ratio; note: potency is the fitted concentration of half-maximal effect; % is set by controls: 0 for no effect and ±100 for the full control effect
Target sequence (Q9NR56 whole entry, looked up): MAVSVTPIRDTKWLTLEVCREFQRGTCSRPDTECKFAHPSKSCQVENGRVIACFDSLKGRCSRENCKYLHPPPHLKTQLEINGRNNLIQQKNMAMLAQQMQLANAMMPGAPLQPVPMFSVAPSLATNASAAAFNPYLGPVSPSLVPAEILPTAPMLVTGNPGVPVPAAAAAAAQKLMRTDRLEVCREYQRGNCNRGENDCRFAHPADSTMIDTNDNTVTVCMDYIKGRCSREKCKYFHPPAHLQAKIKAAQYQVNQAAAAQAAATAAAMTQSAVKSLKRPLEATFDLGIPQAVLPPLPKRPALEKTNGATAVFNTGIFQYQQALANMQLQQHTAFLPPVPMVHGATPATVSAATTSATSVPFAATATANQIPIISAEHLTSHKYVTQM
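Ratiometric TR-FRET (665 over 545 nm, excitation 340 nm) tracks disruption of MBNL1-His/biotin-(CUG)12 complex after 60 min at room temperature, with compounds at 92 nM to 58 uM final.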
RORgamma inh: inhibitors of mouse ROR gamma transcriptional activity; Drosophila S2 Gal4-RORgamma UAS-luciferase reporter, 20 h; Potency, µM (highest dose often 53.6 µM), for the others: at the highest dose activity change, negative = inhibition, most hits filed as inhibitors; 310,000 compounds, 5.4% hits; note: potency is the fitted concentration of half-maximal effect; % is set by controls: 0 for no effect and ±100 for the full control effect; nearly all actives have a fitted effect of over 60% in size
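Read-out: Photinus luciferase luminescence; inhibitors lower reporter signal. Insect Schneider cells with Gal4-ROR gamma fusion under metallothionein promoter, UAS reporter; 700 uM final copper sulfate induction, 20 hr, ambient temperature.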
PKM2 activator: increases activity of human pyruvate kinase M2 | P14618 | purified PKM2, Kinase-Glo ATP luminescence, activation; response scale: 0% is enzyme alone, no compound | Potency, µM (top dose mostly 57.5 µM), for inactives: at the top dose activation, usual class: activators | 260,000 compounds, 0.34% hits | AID 1631; note: potency is the fitted concentration of half-maximal effect; % is set by controls: 0 for no effect and ±100 for the full control effect; nearly all actives have a fitted effect of over 55% in size
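ATP formation by purified human PK-M2, quantified via coupled luciferase luminescence after 1 h at room temperature with 0.1 mM ADP and 0.5 mM PEP final.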
KCNH2 3.1 inh: blocks the human KCNH2 3.1 channel isoform | U2OS KCNH2 3.1, thallium flux FluxOr; stronger effect = lower value | activity change, % (tested at about 1.8 µM) | 340,000 compounds, 0.95% hits | AID 720553;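 active = maximum activity change below -70%; inconclusive = maximum activity change from -70% to -50%; inactive = maximum activity change above -50%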;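 note: thallium influx rate constant from kinetic fluorescence after stimulation buffer; % is set by controls: 0 for no effect and ±100 for the full control effect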
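Steps: virus added to U2OS suspension (4 h, RT, dark); medium with 10% FBS added, cells plated, 37 C overnight; FluxOr/Red40 loading buffer 45 min RT; stimulation buffer, 2 min kinetic read; rate constant normalized.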
Rab9 prom act: activates the Rab9 promoter; Huh7 Rab9 promoter-luciferase reporter, luminescence, 24 h; Potency, µM (titrated, usually from 9.22 µM), inactives show at the highest dose activation, negative = inhibition, usual class: activators; 320,000 compounds, 2.8% hits; note: potency is the fitted concentration of half-maximal effect; % of control where 0% means no effect; nearly all actives have a fitted effect of over 60% in size
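Huh7 reporter line, Rab9 promoter upstream of luciferase. Compound exposure 24 h at 37 °C in reduced-serum medium with 10% FBS. Read-out: luminescence.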
Gal4-VP16 FLuc: inhibits Gal4-VP16 luciferase reporter, ROR gamma counter-screen | Drosophila S2 Gal4-VP16 UAS-luciferase, luminescence, 20 h | 310,000 compounds, 3.5% hits | Potency, µM (doses to about 53.6 µM), without a hit: at the top dose activity, negative = inhibition, usual class: inhibitors | AID 2546;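 note: Gal4-VP16 expression switched on by copper sulfate through the metallothionein promoter; potency is the fitted concentration of half-maximal effect; % is set by controls: 0 for no effect and ±100 for the full control effect; nearly all actives have a fitted effect of over 50% in size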
Mito fusion act: blocks mitochondrial division or promotes mitochondrial fusion. 320,000 compounds, 0.23% hits. AID 485298. S. cerevisiae fusion-defective mutant growth rescue, CellTiterGlo 48 h. Potency, µM (highest dose often 46.1 µM), inactives show at the top dose growth rescue (activation), actives largely listed as activators;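 note: potency is the fitted concentration of half-maximal effect; % of control where 0% means no effect; nearly all actives have a fitted effect of over 45% in size; temperature-sensitive fusion mutants such as fzo1-1 at 37 °C on non-fermentable ethanol glycerol medium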
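Read-out: ATP-based luminescence (CellTiterGlo, 10 min ambient) reporting growth of fusion-defective ts yeast after 48 hours at 37C on glycerol/ethanol YPEG medium in the presence of compound.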
* marks the source's active call; other numbers are inactive results; ? = inconclusive; . = no result given; & = joins results of further samples; [ ] = remark or other dose. Unless noted, calls come from the whole dose curve; as a rule, active = well fitted curve in the direction sought with a large enough effect; inconclusive = small, poorly fitted or top-dose-only effect, or another doubt; inactive = no such curve, though single readings can be large; an effect the other way counts as inactive or inconclusive. Not all compounds are listed; count on the stated rates, not on these rows.

SMILES | Menin-MLL TR inh | NPC1 promoter act | FLuc counter | ELG1 repair inh | MBNL1 CUG block | RORgamma inh | PKM2 activator | KCNH2 3.1 inh | Rab9 prom act | Gal4-VP16 FLuc | Mito fusion act
Cc1cc(C)n2nc(/C(C#N)=C/c3ccccn3)c(C#N)c2n1 | -1.2% | -11.2% | -6.0% | -9.9% | 15.2% | -34.2% | 19.5% | -1.0 | -4.1% | -20.7% | 5.6%
Cc1ccc2[nH]c3c(c2c1)CN(C(=O)CN1c2ccc(F)cc2CCC1C)CC3 (stereo unspecified) | 33.7%[activator] | 6.6% | 2.4% | ? | 0.3% | 42.9% | 10.8% | -8.3 | -9.4% | -6.3% | 5.3%
CN(c1ccc(C(=O)N2CCN(Cc3ccccc3)CC2)cc1)S(=O)(=O)c1ccccc1 | -24.3% | 2.2% | -2.0% | ? | -4.6% | 35.7% | ? | 10.8 | -0.8% | -1.6% | -3.5%
[O-][n+]1ccc(C2CC2)cc1 | 14.0% | -1.9% | -1.7%[2.3 µM] | -1.8% | -8.8% | -17.0% | 2.4% | -4.9 | -2.0% | -0.8% | -0.7%
CCN1C(=O)[C@H]2[C@@H](c3ccc(C)cc3)N3C(=O)N(c4cccc(Br)c4)C(=O)[C@@]3(Cc3ccccc3)[C@H]2C1=O | . | -0.1% | 6.0% | 3.0% | . | . | . | -9.3 | -7.8% | . | 0.9%
O=c1oc2cc(O)ccc2c2ccccc12 | -3.0% | 0.5% | -4.8% | ? | ? | -6.2% | 3.1% | 0.3 | -2.2% | 7.4% | 10.0%
CC(CCc1ccccc1)NC(=O)CCc1cn(C)c2ccccc12 (stereo unspecified) | ? | -0.6% | -0.4% | -10.1% | -1.5% | 5.1% | . | 7.6 | -4.3% | 2.6% | 7.0%
CC1CC(C)CN(C(=O)CCCNC(=O)c2ccc(Cl)cc2)C1 (stereo unspecified) | . | -1.5% | 1.7% | 1.1% | 0.3% | 38.6% | -1.0% | -7.9 | 13.5% | 4.5% | -6.9%
CCCCS(=O)c1snnc1C (stereo unspecified) | 4.8% | -0.3% | 1.5% | 12.3% | 1.2% | 14.8% | -1.0% | 2.6 | -6.7% | -3.4% | 4.1%
CCN(CC)CCC(C)OC(c1ccccc1)c1ccccc1 (stereo unspecified) | -15.5% | -2.8% | -1.1% | 0.1% | 1.8% | -16.2% | -2.0% | -44.9 | -0.9% | 8.2%[10 µM] | -5.6%
CCCCOC(=O)/C(=C/c1cn(C)c2ccccc12)NC(=O)c1ccc(OC)cc1 | -13.1% | 0.3% | -14.3% | -2.9% | -4.1% | -11.7% | 1.3% | -8.1 | -11.7% | 2.5% | -11.2%
Cc1n[nH]c(C)c1N=Nc1cc(Cl)ccc1Cl | . | 0.4% | 5.2% | -5.4% | -9.8% | -20.5% | -0.1% | 1.8 | 1.1% | -11.9% | -8.8%
O=C1NN(c2ccccc2)C(=O)/C1=C\c1ccc2c(c1)OCO2 | 9.4% | -1.4% | 5.36µM* | 0.0% | 3.2% | ? | 1.2%[11.5 µM] | 11.2 | 4.5% | -14.6% | -10.3%
Cc1c(CC(=O)O)c(=O)oc2cc(OCc3nn[nH]n3)ccc12 | -9.0% | -1.1% | 0.7% | 13.6% | 0.0% | -0.5% | -11.5% | -3.7 | 8.3% | -4.3% | 2.7%
COc1ccc(NS(=O)(=O)c2nnc(NC(=O)c3ccccc3F)s2)cc1 | 30.7%[activator] | -1.6% | -7.7%&-7.6% | 4.8% | 0.3% | 20.5% | -10.6% | 11.1 | -1.5% | -0.5% | 3.9%
C/C(=N\NC(=S)NC(C)C)c1ccco1 | 5.3% | 11.4% | -4.6% | 11.3% | ? | ? | -14.2% | 2.6 | 11.7% | 4.47µM* | 5.3%
COc1ccccc1CN(C)C(=O)c1ccccc1Sc1ccccc1C#N | . | 2.3% | -0.7% | 5.8% | -2.6% | -0.9% | 1.6% | -2.8 | 2.0% | -21.9% | 1.6%
CN(C)S(=O)(=O)c1ccc2c(c1)nc(CCC(=O)O)n2C | ? | 0.8% | -1.3% | -10.6% | -1.0% | 19.7% | 0.7% | -6.7 | -0.4% | 5.0% | -5.6%
CCOC(=O)c1cc(-c2ccc(N3CCOCC3)cc2)nn1-c1ccc(F)cc1F | -1.5% | -4.7% | -2.1% | ? | 21.9% | 4.9% | -3.5% | 7.7 | -1.7% | 2.3% | 16.3%
CCOc1cc(/C=N/Nc2nc(C)cc(=O)[nH]2)ccc1O | 7.6% | -2.3% | ? | ? | 2.0% | 37.9% | . | 7.4 | 2.7% | -9.6% | -8.1%
CCOc1ccc2nc(SCC(=O)Nc3ccc4[nH]c(=O)[nH]c4c3)[nH]c2c1 | . | 7.4% | 13.5µM* | -3.8% | . | . | . | 10.1 | 0.6% | . | -2.3%
NNC(=O)c1oc2nc(-c3ccc(Cl)cc3)cc(-c3ccccc3)c2c1N | 37.7%[activator] | -9.5% | -0.1% | 16.4µM* | 30.6%[activator] | -22.3% | . | -27.4 | 0.8% | 4.0% | 5.7%
CCOc1c(Br)cc(C(=O)N2CCCN(C)CC2)cc1OC | 2.9% | -4.6% | 0.3% | 1.4% | -3.1% | 5.5% | . | 0.0 | 0.8% | -7.3% | -12.3%
COc1ccc(NC(=O)CSCc2ccc([N+](=O)[O-])cc2)cc1OC | ? | -2.2% | 3.5% | -6.1% | ? | 0.6% | 12.1% | 1.3 | 4.8% | 10.4% | 4.1%
COc1cccc(/C=N/n2c(=O)[nH]c3ccccc32)c1OC | 1.5% | 19.2% | 9.53µM* | ? | -1.7%[11.5 µM] | 32.0% | 5.6% | -1.0 | 29.0% | -14.6% | ?
OC(CNCc1ccc2c(c1)OCO2)COc1ccc(F)cc1 (stereo unspecified) | . | -3.6% | -2.4% | -5.9% | -6.2% | 8.6% | 0.9% | ? | -1.0% | -3.7% | -1.5%
CC(=O)Nc1ccc(-c2csc(Nc3cccc(C)n3)n2)cc1 | ? | 1.78µM* | 9.53µM* | ? | 7.6% | ? | 2.0% | 15.7 | 1.58µM* | 7.2% | 16.4%
CCOc1ccc(C(=O)CCC(=O)Nc2ccc(C)c(S(=O)(=O)N3CCCCC3)c2)cc1 | . | -8.1% | -10.0% | -15.9% | . | . | . | 6.8 | 1.7% | . | -8.4%
Cc1cc(C)nc(SCC(=O)NNC(=O)c2ccccc2C)n1 | 7.4% | -5.2% | -1.2% | 7.6% | 0.7% | -19.2% | -2.3% | -3.9 | -3.5% | 7.5% | -2.0%
O=C(NC(=S)Nc1ccc(O)cc1)c1ccccc1Cl | 27.3% | ? | ? | ? | -9.1% | -40.6% | 0.5% | 6.1 | 3.98µM* | -16.8% | 7.2%
Cc1ccc(C(=O)C2=C(O)C(=O)N(CCCn3ccnc3)C2c2ccc(OC(C)C)cc2)o1 (stereo unspecified) | -6.9% | -3.4% | 4.6% | 3.8% | ? | 17.7% | -1.1% | -4.7 | 2.6% | 8.6% | 0.3%
O=C(Nc1ccccc1)c1ccccc1OCc1ccc(F)cc1 | -4.1% | 2.0% | -13.6% | -12.4% | -14.7% | -32.0%[1.91 µM] | 1.6% | 7.4 | 1.7% | 9.4% | -2.7%
O=C(O)c1ccc(CSc2nc(-c3ccccc3)cc(C(F)(F)F)n2)cc1 | 6.0% | -4.4% | 2.8% | -1.2% | 0.8% | -11.0% | 1.0% | 6.7 | -8.8% | -2.4% | ?
CCC(C)[C@H](NC(=O)[C@@H]1CSC2c3ccccc3C(=O)N21)C(=O)N1CCCCC1 (stereo partly specified) | . | -2.5% | 0.7% | 7.8% | 4.3% | -2.5% | . | 7.0 | -5.6% | 0.0% | -3.1%
CC(C)Oc1ccc(S(=O)(=O)N2CCOCC2)cc1NC(=O)CC1CCCC1 | . | -8.1% | -1.6% | -15.6% | . | . | . | -21.3 | -1.9% | . | 2.2%
CCC(=O)NCCc1nc2cc(NC(=O)c3cccs3)ccc2n1C | -0.2% | ? | ? | ? | -5.1% | -5.8% | 3.3% | -9.3 | ? | -8.9% | -1.9%
CCCc1cc(=O)[nH]c(SCc2ccccc2Cl)n1 | -12.7% | 0.2% | -0.3% | 6.5% | -12.9% | 20.8% | 4.6% | 3.1 | -2.4% | -8.4% | 17.5%
O=C(CCl)Nc1nc(-c2ccco2)c(-c2ccco2)s1 | ? | -2.7% | 0.1% | -8.2% | . | ? | 26.5% | 7.1 | 0.5% | ? | -19.5%

Bioassay records: PubChem, National Center for Advancing Translational Sciences (NCATS)
